AmpC inh no detg – inhibitors of E. coli AmpC beta-lactamase without detergent; Potency, µM (doses to about 57.1 µM), without a hit: at the highest dose activity change, negative = inhibition, most hits filed as inhibitors; AID 485341; AmpC nitrocefin hydrolysis, absorbance 480 nm, 0.0001% Triton; P00811; hit rate 0.52% among 330,000;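 further: potency means the concentration at half of the fitted maximal effect; plate controls were no compound for no effect and no enzyme for full effect; nearly all actives have a fitted effect of over 20% in size; some results filed as inactive show a strong effect at the top dose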
Target sequence (P00811 whole entry, looked up): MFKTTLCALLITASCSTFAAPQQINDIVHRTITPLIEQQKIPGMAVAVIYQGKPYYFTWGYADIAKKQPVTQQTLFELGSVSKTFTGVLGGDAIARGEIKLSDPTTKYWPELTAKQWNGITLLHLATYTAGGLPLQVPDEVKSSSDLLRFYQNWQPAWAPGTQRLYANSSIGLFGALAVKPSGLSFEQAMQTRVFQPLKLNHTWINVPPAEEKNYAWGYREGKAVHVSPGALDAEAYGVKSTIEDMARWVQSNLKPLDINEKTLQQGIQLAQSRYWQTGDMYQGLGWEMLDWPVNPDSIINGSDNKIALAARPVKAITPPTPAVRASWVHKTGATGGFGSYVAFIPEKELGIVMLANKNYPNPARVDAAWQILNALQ
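20 mM phosphate pH 7.0 + 0.01% (detergent screen) or 0.0001% Triton X-100; 5.3 nM AmpC reagent; cpd preinc 15 min RT; nitrocefin (800 uM stock) to start; A480 q20 s × 4 min; Activity was normalised to no-enzyme and no-compound control wells.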
CHX counter – counter-screen for Shiga toxin inhibitors: cycloheximide protein synthesis inhibition | cell reporter, cycloheximide protein synthesis inhibition counterscreen | max response, % | hit rate 12% among 300,000 | AID 2314; in the data active means max response mostly above about 13%, no sharp cut-off; inactive means mostly below about 14%; further: read at 38.3 µM for the half of the compounds with a filed dose; 0% is about no effect
HCMV inh – inhibitors of human cytomegalovirus | AID 1259415 | activity change, negative = inhibition, % at 57.5 µM | hit rate 4.5% among 410,000 | HFF cells, HCMV-luciferase reporter, 72 h; hits give low values; in the data active means activity change below about -60%; inconclusive means no clear call, values can overlap the other calls; inactive means above about -39%; further: on the % scale 0 is the no-effect control and ±100 the full control effect
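Luciferase read-out from HCMV-luciferase-infected HFFs (MOI 1 PFU/cell) 72 h post infection at 37C; compounds added after 16 h cell attachment; activity normalized between buffer-only basal and Salinomycin (10uM) inhibitor controls.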
AMA1-RON2 inh – inhibitors of Plasmodium falciparum AMA1-RON2 interaction; AID 720542; AlphaScreen AMA1-biotinylated RON2 peptide binding; Potency, µM (doses to about 58.2 µM), for inactives: at the top dose activity change, negative = inhibition, actives largely listed as inhibitors; hit rate 0.2% among 360,000;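 further: potency means the concentration at half of the fitted maximal effect; 0% = vehicle wells and -100% = peptide control; nearly all actives have a fitted effect of over 45% in size; some results filed as inactive show a strong effect at the top dose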
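AMA1 (3D7) with his tag at 25 nM final met compounds first, then biotinylated RON2 peptide at 25 nM; detection used donor plus acceptor beads, 10 µg/mL apiece, read by AlphaScreen after 30 min at room temperature.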
FBPA Giardia inh – inhibitors of Giardia lamblia fructose-1,6-bisphosphate aldolase; AID 2451; hit rate 0.71% among 290,000; Potency, µM (top dose mostly 59.6 µM), inactives show top-dose activity, negative = inhibition, hits mostly inhibitors; purified Giardia FBPA; A8B2U2; further: potency means the concentration at half of the fitted maximal effect; on the % scale 0 is the no-effect control and ±100 the full control effect; nearly all actives have a fitted effect of over 55% in size
Target sequence (A8B2U2 whole entry, looked up): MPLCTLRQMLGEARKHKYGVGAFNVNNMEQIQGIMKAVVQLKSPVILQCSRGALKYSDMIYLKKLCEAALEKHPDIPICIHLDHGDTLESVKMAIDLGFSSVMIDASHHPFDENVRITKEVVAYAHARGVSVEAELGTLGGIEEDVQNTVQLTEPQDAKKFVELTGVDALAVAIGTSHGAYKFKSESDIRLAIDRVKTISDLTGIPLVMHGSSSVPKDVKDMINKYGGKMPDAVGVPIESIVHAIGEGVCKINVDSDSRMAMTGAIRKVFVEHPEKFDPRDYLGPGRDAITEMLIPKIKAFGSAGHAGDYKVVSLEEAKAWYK
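40 nM FBPA preincubated 10 min at RT with compound (up to 57.5 uM final), then substrate plus GAPDH/TPI/NAD/arsenate coupling and diaphorase/resazurin added. Fluorescence read after 20 min at RT, 525/598 nm.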
AmpC detergent – AmpC beta-lactamase inhibition with detergent present. P00811. hit rate 0.041% among 370,000. AID 485294. AmpC hydrolysis of nitrocefin, absorbance 480 nm, 0.01% Triton. Potency, µM (series often up to 114 µM), for inactives: top-dose activity change, negative = inhibition, actives largely listed as inhibitors;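 further: potency means the concentration at half of the fitted maximal effect; 0% = no-compound wells and -100% = no-enzyme wells; nearly all actives have a fitted effect of over 25% in size; some results filed as inactive show a strong effect at the top dose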
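AmpC (5.3 nM in the dispensed reagent) in 20 mM phosphate pH 7.0 with 0.01% (detergent screen) or 0.0001% Triton X-100 was preincubated with compounds for 15 min at room temperature. Nitrocefin was then added from an 800 uM solution, and hydrolysis was followed at 480 nm.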
Shiga inhibitor – Shiga toxin inhibition | hit rate 9.2% among 290,000 | AID 2315 | Vero cells, Shiga toxin protein synthesis inhibition reporter | inhibition, % at 38.7 µM; in the data active means inhibition mostly above about 28%, no sharp cut-off; inactive means mostly below about 43%; further: 0% is about no effect
* marks the source's active call; other numbers are inactive results; u = inconclusive; x = not tested or not shown; & = joins results of further samples; [ ] = remark or other dose. Unless noted, the call rests on the fitted dose curve; in most records, active means well fitted curve in the direction sought with a large enough effect; inconclusive means small, poorly fitted or top-dose-only effect, or another doubt; inactive means no such curve, though single readings can be large; an effect the other way counts as inactive or inconclusive.

SMILES | AmpC inh no detg | CHX counter | HCMV inh | AMA1-RON2 inh | FBPA Giardia inh | AmpC detergent | Shiga inhibitor
O=C(Nc1ccc(O)c2c(=O)cc(-c3ccccc3Cl)oc12)c1ccc(Cl)cc1Cl | -22% | -2&-4 | -18 | -1% | 2%&1% | 0% | -11&-19
O=C(NC1CCCCC1)C(c1ccc(O)cc1)N(C(=O)c1cnccn1)c1cccc(F)c1 (stereo not drawn) | -4% | -4 | -29 | 6% | -1% | -3% | 4
COCCCn1c(=N)c(C(=O)NCC2CCCO2)cc2c(=O)n3cccc(C)c3nc21 (stereo not drawn) | -16% | -2 | -27 | 0% | 1% | -5% | -10
NC(=O)Cn1ccc(O)c(Cc2ccc(Cl)cc2Cl)c1=O | -6% | -2 | -21 | -4% | -6% | 0% | -8
O=C(Cn1cnc2c(OCc3ccccc3)ncnc21)NCCc1c[nH]c2ccccc12 | -5% | x | 13 | 9% | x | x | x
Cc1onc(-c2c(Cl)cccc2Cl)c1C(=O)Nc1ccc2c(c1)OCCO2 | -15% | 15 | -21 | -3% | 0% | -19% | 18
C=CCn1c(SC(F)F)nc2scc(-c3ccco3)c2c1=O | -23% | -1 | -27 | -7% | 8% | u | -3
CCCCCC(C)n1[nH]c(=O)c2c(C)cc(C)nc21 (stereo not drawn) | -2% | -2 | 10 | 12% | -12% | -5% | -15
CCC(C(=O)NC(C)(C)C)N(C(=O)Cn1nnc(-c2ccccc2F)n1)c1cnc2ccccc2c1 (stereo not drawn) | -14% | 3 | 1 | 9% | 2% | 1% | 11
CC(C)CC(=O)NC(NC(=S)Nc1sc2c(c1C#N)CCCC2)C(Cl)(Cl)Cl (stereo not drawn) | -37% | -2 | -20 | 52%[activator] | 7% | 1% | -10
N#CCN1CCN(CC(=O)Nc2ccc(OCc3ccccc3)cc2)CC1 | 67%[activator] | 23* | 60 | 14% | -11% | -8% | -22
O=P(O)(O)c1ccccc1OCCCCCOc1ccccc1P(=O)(O)O | -10% | 1 | -39 | -6% | 1% | 3% | -9
CCOC(=O)C1CCCN(S(=O)(=O)Cc2ccccc2Cl)C1 (stereo not drawn) | 6% | -1 | -7 | 8% | -1% | 4% | 12
CCOC(=O)C1C(C#N)=C(N)OC(C)=C1c1ccncc1 (stereo not drawn) | -20% | -2 | -7 | 0% | u | -6% | -8
COc1ccc(N2CCCn3c2nc2c3c(=O)n(Cc3ccccc3)c(=O)n2C)c(OC)c1 | 2% | -7 | -8 | -1% | -1% | 6% | 30
NNC(=O)c1ccc(N2CCc3ccccc32)c([N+](=O)[O-])c1 | -35% | 2 | 16 | 3% | -12% | -7% | -5
COc1cc(C2CC(=O)NC3=C2C(=O)CC(C)(C)C3)ccc1O (stereo not drawn) | -11% | -2 | 3 | -4% | 1% | 0% | -1
CN(C(=O)COC(=O)CNC(=O)CNC(=O)c1ccc(Cl)cc1Cl)c1ccccc1 | -11%[2.29 µM] | -1 | 0 | 35%[activator] | 12% | 0% | -5
Brc1ccc(C2=Nn3c(nnc3-c3cccnc3)SC2)s1 | -9% | -3 | x | u | 3% | -4% | -17
O=C(NC1CCCCC1)c1ccc(CNc2nc(=S)[nH]c3ccccc23)cc1 | -31% | -3 | 23 | 25% | 3% | 3% | 2
CCOC(=O)N1CCC(NC(=O)CN2C(=O)CCSc3ccccc32)CC1 | 8% | 6 | 6 | 6% | 1% | -8% | -8
Oc1c(Cl)cc(CN2CCCCC2)c2cccnc12 | -13% | -1 | x | x | u | 1% | -6
COc1ccc(NC(=O)c2cc(SC)ccc2Cl)cc1 | -21% | -3 | -34 | 0% | -5% | -5% | 9
COc1cc(C(=O)NNC2=CC(=O)CC(C)(C)C2)cc(OC)c1OC | -24% | -9 | -28 | 44%[activator] | -7% | 8% | -12
COc1ccc(S(=O)(=O)Oc2ccc3c(c2)O/C(=C\c2cccnc2)C3=O)cc1 | -21% | -5 | -110* | -6% | -4% | 3% | -5
CC1(C)CNC(=O)C=C(c2ccccc2)C1 | 105%[activator] | -2 | -1 | -12% | 2% | u | 5
CC(=O)Nc1ccc(C(=O)N2CCN(S(=O)(=O)c3ccc4c(c3)OCCCO4)CC2)cc1 | 3% | x | -18 | 52%[activator] | x | 0% | x
CC(=O)Nc1ccc(S(=O)(=O)N2CCN(CC(=O)NC3CCCC3)CC2)cc1 | -12% | -7 | -2 | -8% | 2% | u | -10
CCOc1ccccc1OCCCOc1ccc([N+](=O)[O-])cc1Cl | -22% | -4 | -18 | -3% | -23% | 4% | 4
Cc1ncn(-c2ccc(C(=O)Oc3ccccc3)cn2)n1 | -34% | -3 | 61 | 0% | 6% | u | -5
CS(=O)(=O)Nc1ccc2c(c1)nc1n2CCOC1 | -21% | 0 | 54 | 29% | -3% | -14% | -28
COC(=O)C1=C(c2ccc(F)cc2F)C[C@@H]2CC[C@H]1N2C | -4% | x | -14 | 4% | x | 1% | x
O=C(COc1ccc(Br)cc1)N1CCCCCC1 | 1% | 14* | 5 | u | 4% | -13% | 44
CC1CCc2sc3c(c2C1)c(=O)n(CC(=O)O)c(=O)n3Cc1ccc(Cl)cc1 (stereo not drawn) | -2% | -2 | 158 | -15% | -3% | -5% | 2
Cc1cccc(N2CCN(C(=O)c3cc(S(=O)(=O)N4CCOCC4)cn3C)CC2C)c1 (stereo not drawn) | 106%[activator] | -1 | -3 | 17% | 1% | -11% | -5
O=C(Nc1ccc(Cl)cc1)Nc1ccc(N2CCOCC2)cc1 | -54% | 19* | 0 | -3% | -1% | -1% | 30*
Cc1cccc(C(=O)Nc2ccccc2SCC2CSc3nc4ccccc4c(=O)n32)c1 (stereo not drawn) | 8% | 3 | -75* | 7% | 5% | -8% | 7
O=C(c1ccc2oc(CCCc3ccccc3)nc2c1)N1CCCCC1CO (stereo not drawn) | 120%[activator] | 38* | 61 | 28% | x | -14% | 55*
CCS(=O)(=O)N1CCN(c2ccc([N+](=O)[O-])c(N3CCOCC3)c2)CC1 | 24% | 14 | -2 | -9% | -7% | -4% | 38
Cc1cc(S(=O)(=O)NCCCN2CCOCC2)ccc1Br | -12% | x | -10 | -13% | x | u | x
COC(=O)C(c1ccccc1Cl)N1CCc2sccc2C1 (stereo not drawn) | x | -5&8&9 | x | x | u | x | -6&-8&-6
O=C(Cn1nnc(-c2ccccc2)n1)NCc1ccc2c(c1)OCO2 | -15% | 3 | 12 | -3% | -2% | -11% | 15
O=C(NC1CC2CCCC(C1)N2C(=S)Nc1ccccc1)C1CC1 (stereo not drawn) | -6% | -5 | -31 | -7% | -8% | -8% | -16
Cc1c(Cl)c([N+](=O)[O-])nn1CCCC(=O)NCCc1ccccc1 | 13% | 31* | -30 | 0% | 1% | 0% | 102*
COC(=O)C1=C(C)NC(=O)C1(Nc1nccs1)C(F)(F)F (stereo not drawn) | -25% | -3 | 11 | 7% | 0% | -9% | -11
CC(C)(C)c1csc(NC(=O)CSC2=NCCS2)n1 | -26% | 12 | 19 | 32%[activator] | 4% | -3% | 16
COc1ccc(C2=NCCc3cc(OC)c(OC)cc32)cc1 | -12% | -2 | -13 | 0% | 1% | u | -14
N/C(=N\OC(=O)COc1ccc2ccccc2c1Br)c1cccnc1 | -5%[2.29 µM] | 16* | u | x | 0% | -8% | 103*
O=C(CN1C(=O)NC2(CCCC2)C1=O)Nc1ccccc1F | -15% | 8 | 2 | 7% | 3% | u | -4
Cc1nc(Cl)c2oc3ccccc3c2n1 | 0.16µM* | -6 | 26 | -5% | 5% | 0% | 1
Cc1ccccc1-n1c(C)nnc1SCC(=O)NCC1CCCO1 (stereo not drawn) | -6% | 6 | 29 | 59%[activator] | 5% | u | 7
Cc1nn2c(N3CCCC3)cc(C(C)C)nc2c1-c1ccccc1 | -9% | -3 | -31 | 4% | 1% | -8% | 23
Cc1cc2ccccc2n1CCNC(=O)c1ccc(Br)o1 | 27% | 19* | -12 | u | u | -4% | 28*
COc1ccc(CNC(=O)c2cc(C)nn2-c2ccccc2)cc1 | -2% | -1 | 8 | 1% | 5% | 2% | 11
CCOc1cccc(NC(=O)CC#N)c1 | -32% | -1 | 11 | -15% | 4% | -3% | 22
C=CCC(CC=C)(NC(=O)c1ccccc1C)c1ccccc1 | -21% | -1 | 11 | 3% | 3% | u | -5
CCOC(=O)N1CCC(N2Cc3cccc(C(=O)NCc4ccc(C)cc4)c3C2=O)CC1 | 9% | -2 | 18 | -2% | -14% | u | 24
Clc1ccc(Cc2nnc(-c3ccccc3Br)o2)cc1 | -10% | 22* | 32 | 10% | 6% | u | 39*
CNC(=O)NC(=O)C(C)OC(=O)c1ccc(Cl)c(S(=O)(=O)Nc2ccc(F)cc2)c1 (stereo not drawn) | u | -2 | -21 | -16% | 0% | -2% | -6
CC1CCCC(NC(=O)CNCc2ccccc2F)C1C (stereo not drawn) | 17% | 6 | -38 | -3% | u | 2% | 17
Additional compounds follow:
SMILES | AmpC inh no detg | CHX counter | HCMV inh | AMA1-RON2 inh | FBPA Giardia inh | AmpC detergent | Shiga inhibitor
Cc1ccc(NC(=O)C2OCCc3ccccc32)cc1C (stereo not drawn) | -9% | 37* | -10 | -1% | 1% | 5% | 100*
N#Cc1ccc(Sc2nc3ccccc3[nH]2)cc1C#N | -22% | 1 | -77* | -19% | -13% | -3% | -9
Cc1cc(-n2c(SCC(=O)Nc3ccc(F)c(F)c3)nc3n[nH]c(C)c3c2=N)ccc1Cl | -50% | 10 | 0 | 0% | 12% | -3% | -10
COc1ccc(/C=c2\sc3nc(=O)c(C)nn3c2=O)c(OC)c1 | -28% | 8 | -62* | 3% | 4% | 4% | 82
O=C(O)c1cn[nH]c1-c1cccc([N+](=O)[O-])c1 | -25% | -6 | -18 | -11% | 2% | u | -5
Cc1ccc(NC(=O)[C@@]2(CC(=O)O)CC(/C=C/c3ccccc3)=NO2)c(C)c1 | -19% | 1 | -8 | -8% | 4% | -3% | 1
CN1CCN(C(=O)C2CC(=O)N(c3ccc(Cl)cc3)C2)CC1 (stereo not drawn) | -5% | -3 | -18 | 4% | -2% | -1% | -10
O=C(O)CN(C1CCCCC1)S(=O)(=O)c1ccc(F)cc1 | -16% | 1 | 0 | 6% | -8% | -2% | -22

A section from further up, as a working copy:
SMILES | AmpC inh no detg | CHX counter | HCMV inh | AMA1-RON2 inh | FBPA Giardia inh | AmpC detergent | Shiga inhibitor
Cc1ccc(NC(=O)[C@@]2(CC(=O)O)CC(/C=C/c3ccccc3)=NO2)c(C)c1 | -19% | 1 | -8 | -8% | 4% | -3% | 1
CN1CCN(C(=O)C2CC(=O)N(c3ccc(Cl)cc3)C2)CC1 (stereo not drawn) | -5% | -3 | -18 | 4% | -2% | -1% | -10
O=C(O)CN(C1CCCCC1)S(=O)(=O)c1ccc(F)cc1 | -16% | 1 | 0 | 6% | -8% | -2% | -22

Screening results (PubChem)

The order is random (roughly 16% active in at least one column).
